# From PubChem
# NSD2 inh: inhibitors of human histone methyltransferase NSD2. inhibition, % at 12.5 µM. AID 743445. hit rate 0.54% among 310,000. NSD2 peptide methylation, AlphaScreen, 120 min; in the data active = inhibition above about 50%
# Rtt109 Vps75: C. albicans Rtt109 histone acetyltransferase inhibition; inhibition, % at 34.9 µM; purified Rtt109/Vps75, ThioGlo CoA-SH fluorescence, 4 h; hit rate 0.16% among 330,000; Q5AAJ8;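 active = inhibition of at least 50% in every replicate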
# dFosB act: enhances mouse delta FosB homodimer DNA binding | purified delta FosB, TAMRA-CDK5 oligo fluorescence polarization; percent of positive-control signal above neutral wells | activation, % at 25 µM | hit rate 0.99% among 340,000 | AID 493131;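 active = mean activation above about 17%, with every replicate also reaching it, limit read from the data, passing the limit was not always enough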;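 note: fluorescence polarization rise as delta FosB binds a TAMRA Cdk5 AP-1 oligo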
# PvdQ acylase: P. aeruginosa PvdQ acylase inhibition; AID 488965; hit rate 0.063% among 340,000; inhibition, % at 10 µM; purified PvdQ acylase, fluorescence plate reader; in the data active = inhibition above about 30%, passing the limit was not always enough;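 note: 0% = vehicle neutral wells and 100% = reference inhibitor wells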
# CDK5 inh: blocks human CDK5/p35 kinase activity. Q00535+Q15078. Recombinant CDK5/p35, ADP-Glo luminescence, 60 min. inhibition, % at 10 µM. hit rate 0.01% among 330,000. AID 488839;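 active = highest replicate inhibition of at least 50% and at least 75% of replicates reaching 50%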;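 note: plate controls were DMSO neutral control for no effect and GW8510 at 10 µM for full effect; many of its hits are not listed in these tables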
# PfHsp90 set2: reduces growth (ATP signal) of yeast expressing P. falciparum Hsp90; inhibition, % at 9.4 µM; AID 504621; hit rate 0.32% among 310,000; S. cerevisiae expressing PfHsp90, BacTiter-Glo ATP, 48 h; yeast lacking PDR1 and PDR3 efflux regulators;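 active = every replicate shows inhibition above about 80%, whatever the replicate mean, limit read from the data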;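 note: 0% = DMSO neutral controls and 100% = 20 µM radicicol positive controls; yeast relying on Plasmodium falciparum Hsp90 in place of its own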
# Keap1-Nrf2 PPI: disrupts human Keap1 binding to Nrf2 peptide. Q14145. Keap1 Kelch-Nrf2 peptide fluorescence polarization, 1536-well. inhibition, % at 9.4 µM. hit rate 0.15% among 340,000. AID 504523; in the data active = inhibition above about 12%;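 note: human Keap1 Kelch domain with fluorescein labeled Nrf2 9mer peptide probe; 0% = neutral control wells and 100% = peptide positive control; higher means more block of Keap1 binding to Nrf2 peptide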
# Cardiac RTF inh: cardiac RTF calcium desensitization. inhibition, % at 7.15 µM. IANBD-labeled cardiac RTF, Ca2+ fluorescence. hit rate 0.12% among 340,000. P19429+P45379. AID 493244;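 active = inhibition above the mean inhibition of all tested compounds plus 3 SD, cut at about 17% in these data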;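 note: assay run at fixed EC70 calcium of 1.6 mM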
# cardiac RTF act: cardiac RTF calcium sensitization | hit rate 0.24% among 340,000 | IANBD-labeled TnC RTF fluorescence at EC20 calcium; 0% EC20 calcium, 100% full calcium | activation, % at 7.2 µM | P19429+P45379;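 active = activation above the mean over all tested compounds plus 3 SD, cut at about 30% in these data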;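 note: rise in fluorescence read as greater calcium sensitivity of cardiac thin filaments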
# C-LANA FP: blocks KSHV LANA C-terminal domain binding to DNA. AID 504423. MBP-C-LANA/FAM-LBS DNA binding, fluorescence polarization. hit rate 0.078% among 340,000. inhibition, % at 9 µM;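 active = highest replicate inhibition at or above 60% at 9 µM, even if other replicates fall short; inactive = all replicates below 60% inhibition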;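 note: 0% = neutral control wells and 100% = 4 µM acridine orange control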
# Mot1-301 SUMO: SUMOylation pathway inhibition by Mot1-301 growth rescue | S. cerevisiae Mot1-301 growth rescue, ATP luminescence, 38.5C; percent above DMSO median, 100 means doubled | hit rate 1% among 320,000 | growth rescue, % at 18.8 µM;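 active = every valid replicate shows activation above 250% relative to neutral control wells; inactive = the rest, any valid replicate at or below 250%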;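 note: OY570 slx delta 5 strain wells were the positive control but not used for scaling; some compounds called inactive have numbers as strong as hits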
# Active calls of the source: *; · = no result given; & = joins results of further samples.
SMILES,NSD2 inh,Rtt109 Vps75,dFosB act,PvdQ acylase,CDK5 inh,PfHsp90 set2,Keap1-Nrf2 PPI,Cardiac RTF inh,cardiac RTF act,C-LANA FP,Mot1-301 SUMO
COC(=O)C1=C(c2cccc(C#N)c2)C[C@@H]2CC[C@H]1N2C(=O)NCCOc1ccccc1Cl,·,0,-5,-13,-1.0,-18,0,-6,1,2.7,1
CC(NCC#Cc1ccccc1)C(O)c1ccccc1 (stereo unspecified),4,-8,-16,-9,-0.7,9,-1,-20,7,-1.7,2
CCC(=NCCCn1ccnc1)c1c(O)n(-c2ccc(OC)cc2)c(=O)[nH]c1=O,-1,2,-3,0,3.1,2,-1,2,10,-1.7,-5
CCOC(=O)c1ccccc1N,·,2,2,-5,0.4,0,-4,-8,7,0.9,·
CC(=Nc1ccc2c(c1)CCC2)c1c(O)n(C)c(=O)n(C)c1=O,29,6,-9,-10,-1.8,-5,-2,-8,5,1.8,·
Cn1c(O)c(C=NCCc2c[nH]c3ccccc23)c(=O)n(C)c1=O,0,21,-1,5,-0.2,-2,2,2,0,-0.7,68
COC(=O)C1=C(c2ccc(Cl)c(C(F)(F)F)c2)C[C@@H]2CC[C@H]1N2C(=O)NCCO,·,-7,0,-10,-0.3,21,-6,-2,-1,0.9,-1
CC(=O)[C@H]1CC[C@H]2[C@@H]3CC[C@H]4C[C@H](O)CC[C@]4(C)[C@H]3C(=O)C[C@]12C,·,8&9,-4,8&0,-2.2,-1,-2,-5,7,2.1,77
CCCN1CC(C)C(OC(C)=O)(c2ccccc2)CC1C (stereo unspecified),1,-2,-6,-5,-4.6,-12,-2,-2,0,0.2,-8
COC(=O)C1=C(c2ccc3ccccc3c2)C[C@@H]2CC[C@H]1N2C,·,4,4,8,1.9,7,-2,0,-2,-0.2,-4
CCN1C(=O)/C(=C/c2ccc(N(CC)CC)cc2OC)C(=O)NC1=S,2,·,-8,-10,0.6,-16,-4,-8,4,-0.4,4
COc1ccccc1-n1c(O)c(C=NC2CC2)c(=O)[nH]c1=O,1,9,-5,-5,4.3,-10,-8,-4,7,-2.5,-17
CCCC(=O)c1c(O)[nH]c(=O)[nH]c1=O,1,-15,1,-14,-0.3,13,-4,-8,7,1.5,11
O=C1NC(=O)C(=Cc2c(Cl)cccc2Cl)C(=O)N1,5,7,-1,-15,-3.9,17,1,-4,4,-1.2,·
CCOC(=O)Cc1csc(NC(=O)c2c(O)c3ccccc3n(CCC(C)C)c2=O)n1,-1,12,-4,5,0.5,-1,0,6,-4,-0.2,11
Cc1ccc(C(=O)NC(O)C(Cl)(Cl)Cl)cc1 (stereo unspecified),1,3,-2,-1,1.1,9,-5,9,6,-0.4,18
O=C(CCCC1=NS(=O)(=O)c2ccccc2N1)N1CCC2(CC1)OCCO2,·,-5,-2,-7,0.8,·,-1,-1,8,0.0,-13
CSc1ncc(/C=C2/C(=O)NC(=O)N(c3ccc(Cl)cc3)C2=O)cn1,-2,64*,8,-16,-4.0,16,0,-9,1,-0.7,·
OC(CNCCc1c[nH]c2ccccc12)C(F)(F)F (stereo unspecified),7,-4,3,2,0.7,·,0,0,0,-0.5,-7
Cc1nn(C)c(C)c1P(=S)(c1c(C)nn(C)c1C)N(C)C,0,4,-3,-7,-0.8,9,-2,-1,3,-0.9,-5
O=C(Nc1ccccc1)c1c(O)[nH]c(=O)[nH]c1=O,·,4,1,0,-1.3,12,-5,-2,8,-0.6,4
O=C1NC(=O)N(CC2CCCO2)C(=O)/C1=C/c1cccs1 (stereo unspecified),4,30,-2,-14,-1.1,-5,9,-10,9,6.2,-7
CC=C(CC)C1(CC)C(=O)NC(=S)NC1=O,-1,-5,-4,-10,1.5,-23,4,-4,5,-0.2,·
CCN(CC(=O)Nc1ccc(C#N)c(Cl)c1)CC(=O)NC(C)(C)C,-3,0,-14,-15,0.7,·,-5,-3,8,-0.3,-22
CC1C(c2ccccc2)OC(=O)N1C (stereo unspecified),-1,27,2,7,2.5,3,2,-2,4,0.3,·
C=CCn1c(O)c(C(C)=NCCCn2ccnc2)c(=O)[nH]c1=O,-1,3,3,-4,1.0,-17,4,-1,-1,1.2,-7
O=c1c([N+](=O)[O-])cn(O)cc1[N+](=O)[O-],6,-3,6,-15,-0.5,29,2,-11,-3,2.1,·
CCOC(=O)C1=C(N)OC2=C(C(=O)CC(C)(C)C2)C12C(=O)Nc1ccccc12 (stereo unspecified),-4,-7,-6,-11,2.0,-9,-2,-10,2,1.5,-4
CN1CC(C(=O)c2ccccc2)C(C(=O)c2ccccc2)C1 (stereo unspecified),1,2,-4,-9,1.3,0,-5,-6,2,1.3,0
CC(C)CCNC(=O)c1cc(C(=O)c2cc(F)ccc2O)cn(CCC(C)C)c1=O,-3,4,-3,7,-0.4,-10,3,-6,4,-0.8,-9
CC(C)Sc1nnc([C@@H](N)Cc2c[nH]c3ccccc23)o1,0,-7,-3,-19,-2.8,·,-1,-5,-1,0.5,-4
O=c1[nH]c(=S)[nH]c(O)c1N=Nc1cc2c(cc1[N+](=O)[O-])OCO2,19,2,-4,-11,2.5,10,-5,1,0,-0.6,-1
COc1ccc(-n2c(/C=C/c3ccc(O)c(O)c3)nc3ccccc3c2=O)cc1,19,7,-10,-7,-0.6,7,-5,-5,7,-1.6,4
O=[N+]([O-])c1ccc(N2CCOCC2)c2ccncc12,15,1,-4,-4,1.7,-49,-2,-16,1,2.0,14
COc1ccc(CCNCc2ccc(OC)c(OC)c2OC)cc1,·,0,-3,-10,0.8,8,-1,-1,-1,0.5,49
Cc1nn(Cc2ccc(Cl)cc2Cl)c(Cl)c1C(=O)NC1CCCc2ccccc21 (stereo unspecified),-3,-2,-13,-13,-2.1,9,-4,-14,3,-2.0,87
C[C@]12CCC3C(CC[C@H]4C[C@@H](O)CC[C@]34C)C1C[C@@H](O)[C@]2(C)O (stereo partly specified),6,4,5,17,-0.1,14,3,-14,1,-4.6,7
CC(C)CCOP(N)(=O)Oc1ccccc1 (stereo unspecified),·,-8,-4,-6,-1.2,-3,-1,-3,3,2.3,3
COc1ccc(-n2c(CN3CCOCC3)nc3ccccc3c2=O)c(OC)c1,0,1,2,-9,0.6,-15,4,-2,0,-0.2,37
COc1cc2c(cc1OC)-c1c(OC)c(OC)cc3c1[C@H](C2)N(C)CC3,·,-6,-17,-7,0.0,-15,-5,-12,0,-1.9,165
CC1CC2(C)C(CCC3C2CCC2(C)C(OP(=O)(N4CC4)N4CC4)CCC32)CC1=O (stereo unspecified),4,-6,-13,-12,-0.5,20,-1,-3,0,0.5,·
COc1cc2c(cc1OC)C13CCN4CC5=CCOC(CC(=O)O)C(C5CC41)C3N2 (stereo unspecified),1,-5,-6,5,0.4,-8,1,-1,-2,2.9,·
CCCCn1c(O)c(C(C)=Nc2cccc(C(=O)O)c2)c(=O)[nH]c1=O,0,5,5,-6,-1.0,·,-9,5,0,2.3,1
O=c1[nH]c(=O)n(-c2cccc(F)c2)c(O)c1/C=C1\C=Nc2ccccc21,10,-8,-1,-15,0.6,6,5,-13,2,37,-8
CC1(C)C(C(=O)N2CCN(c3ccc(Cl)cc3)CC2)C1(C)C,-1,1,7,-3,-0.1,2,4,-3,4,0.5,-9
CCC(C)n1c(O)c(C=NCC2CCCO2)c(=O)[nH]c1=S (stereo unspecified),-3,7,-5,9,1.5,10,2,-11,0,-1.6,18
Cc1c(C=C2C(=O)N(C)C(=S)N(C)C2=O)c2ccccc2n1CC(=O)NCC1CCCO1 (stereo unspecified),9,-2,-5,-25,-1.6,10,-11,-15,-1,-2.1,16
Cc1ccc(Cn2nnnc2CN2CCC(n3nnc4cc(C)ccc43)CC2)cc1,0,-9,-18,0,-4.1,-54,-9,-8,4,1.4,7
COC(=O)C1=C(c2c(C)noc2C)C[C@@H]2CC[C@H]1N2C(=O)N1CCCCC1,·,-3,-8,-9,0.3,-22,-3,-4,3,3.6,-8
O=P(Oc1ccccc1)(Oc1ccccc1)N1CCN(c2ccc(F)cc2)CC1,0,6,-9,-10,-1.9,-33,-2,-7,-6,-0.6,91
COC(=O)[C@@]1(C#N)[C@@H]2C=CC(C(C)=O)=CN2[C@@H](C(N)=O)[C@@H]1c1ccc(F)cc1,3,-3,-4,-1,0.4,12,3,-15,15,3.0,-6
CCCCCCN=Cc1c(O)n(C)c(=O)n(C)c1=O,2,-7,-8,-5,-0.3,·,3,8,4,-0.1,12
CCOC(=O)N(C)c1ccc(C(O)(C(=O)OC)C(F)(F)F)cc1 (stereo unspecified),0,1,-8,-13,-0.5,-4,0,-6,-6,0.2,-17
CCCN1CCC[C@H](c2cccc(O)c2)C1,·,-6,4,-7,-0.8,-2,-4,1,2,0.8,-15
COC(=O)C1=C(c2ccc(OC)c(OC)c2)C[C@@H]2CC[C@H]1N2C(=O)N1CCCCC1,·,3,-2,11,1.4,4,-5,-4,7,2.0,6
CC[C@H]1CN(C)C[C@@]2(C(=O)OC)Cc3c([nH]c4ccccc34)C(=O)C[C@@H]12,·,-3,-14,-12,0.1,31,-4,-2,1,0.0,-16
CC(O)(CS(=O)(=O)c1ccccc1)C(=O)Nc1ccc(C(F)(F)F)cc1 (stereo unspecified),-2,-6,-9,-8,-2.0,-27,2,-12,6,-1.0,-6
O=c1c2ccccc2nc(-c2ccccc2Cl)n1-c1cccc(O)c1,9,1,0,-15,-0.2,30,-1,-5,-6,0.1,-22
CCCS(=O)(=O)N1CCC(C(=O)N2CCC3(CC2)OCCO3)CC1,-3,5,0,-10,0.9,-8,-2,1,5,1.7,-17
Cc1ccc(N)cc1N,·,-2,-1,-20,-0.2,-9,-1,-1,0,0.0,-11

# More compounds.
SMILES,NSD2 inh,Rtt109 Vps75,dFosB act,PvdQ acylase,CDK5 inh,PfHsp90 set2,Keap1-Nrf2 PPI,Cardiac RTF inh,cardiac RTF act,C-LANA FP,Mot1-301 SUMO
O=C(O)c1nonc1-c1nonc1C(=O)O,·,-4,4,-5,-0.5,14,1,-1,-2,3.5,-10
COc1ccc(CNC(C)Cc2cccs2)cc1 (stereo unspecified),-3,-1,0,-11,-0.8,-15,-4,-2,8,1.1,130
COc1ccccc1-n1c(O)c(/C=N/NC(=S)Nc2ccccc2)c(=O)[nH]c1=S,-2,9,2,-1,-4.7,-1,-6,·,·,-0.3,3
CCOC(=O)c1c(C)n(Cc2ccc(F)cc2)c2ccc(O)cc12,0,12,-8,-15,0.6,-5,5,7,-4,1.8,-16
CC#CP(=O)(OCC)C(O)(c1ccccc1)C(F)(F)F (stereo unspecified),-1,6,-3,-2,0.3,-23,1,-2,-1,-0.6,0
Cc1cccc(-c2nc3ccc(C(=O)N4CCC5(CC4)OCCO5)cc3nc2-c2cccc(C)c2)c1,5,14,-10,7,-1.1,-17,-3,-3,2,-0.2,-14

# Only part of the results is shown; count on the stated rates, not on these rows.
